ABHD5 PLIN5 PPI – inhibitors of human ABHD5-perilipin-5 interaction; Split G. princeps luciferase complementation, luminescence, 4 h; inhibition, % at 4 µM; 360,000 tested, 0.78% active;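 active = inhibition above the mean inhibition across every tested compound plus 3 SD, cut at about 22% in these data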;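 also: 0% = DMSO only wells and the 100% control is not disclosed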
TLR9-MyD88 block – blocks human TLR9 binding to MyD88; Q9NR96+Q99836; CHO BLA complementation TLR9-MyD88, CCF4 FRET ratio; inhibition, % at 4.98 µM; 340,000 tested, 0.21% active; AID 504734;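 active = inhibition above the mean over all tested compounds plus 3 SD, cut at about 21% in these data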;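 also: 0% = DMSO only wells and 100% = clavulanate BLA inhibitor control wells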
aDG glyco act – alpha-DG glycosylation activation; AID 624168; 360,000 tested, 0.22% active; Pro5-aDG cells, alpha-DG glycosylation AlphaScreen (IIH6); 0% Pro5, 100% B10-LARGE cell signal; activation, % at 10 µM;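 active = activation of at least 8% versus controls, or a plate z-score of at least 8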;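 also: Pro5 are CHO cells carrying HIG-tagged alpha-DG that lacks glycosylation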
Granule exo inh – lytic granule exocytosis inhibition. TALL-104 LAMP-1 surface exposure, flow cytometry; cells stimulated with thapsigargin and PMA. inhibition, % at 10 µM. 360,000 tested, 0.66% active. AID 651702;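 active = inhibition above about 55%, limit read from the data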
MC4R ag barr – activates human MC4R beta-arrestin recruitment | P32245 | U2OS MC4R beta-arrestin complementation, luminescence; percent of melanotan II response, DMSO zero | activation, % at 8.9 µM | 360,000 tested, 0.98% active | AID 540308;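 active = activation above a per-plate cutoff, the mean activation of sample wells on that plate plus 3 SD, cut at about 8% in these data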
Target sequence (P32245 whole entry, looked up): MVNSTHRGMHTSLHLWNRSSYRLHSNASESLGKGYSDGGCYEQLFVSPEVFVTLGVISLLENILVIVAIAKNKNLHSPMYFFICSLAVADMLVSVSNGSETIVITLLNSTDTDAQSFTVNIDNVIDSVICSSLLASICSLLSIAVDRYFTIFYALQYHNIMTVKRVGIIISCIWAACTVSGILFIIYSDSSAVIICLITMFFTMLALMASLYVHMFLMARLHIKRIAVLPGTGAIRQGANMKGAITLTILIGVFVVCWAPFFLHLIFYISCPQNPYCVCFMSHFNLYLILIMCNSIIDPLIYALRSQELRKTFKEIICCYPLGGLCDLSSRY
Vif inh – blocks HIV Vif function. HEK293T cells, Vif self-association by quenched fluorescence, imaging, 24 h. inhibition, % at 7.49 µM. 340,000 tested, 0.35% active. AID 602346; in the data active = inhibition above about 50%, passing the limit was not always enough; also: some results filed as inactive read as strong as hits
ABCB6 inh 2 – blocks the human ABCB6 transporter; K562-ABCB6 porphyrin accumulation, flow cytometry, 1 h; hits give low values; fluorescence ratio to DMSO, % at 10 µM; 360,000 tested, 0.19% active;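 active = fluorescence ratio to DMSO below 75%, the collection mean minus 3 SD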;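 also: signal is porphyrin accumulated inside mitochondria; 100% equals median channel fluorescence of DMSO control wells; lower ratio means ABCB6 inhibition with less porphyrin fluorescence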
MC4R antag cAMP – blocks human MC4R cAMP signaling; 360,000 tested, 0.48% active; MC4R-expressing cells, MTII-stimulated cAMP, LANCE TR-FRET; inhibition, % at 6.5 µM; AID 540295; P32245;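 active = inhibition above its plate's cutoff, the mean of tested wells on that plate plus 3 SD, cut at about 29% in these data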;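 also: 0% = Melanotan II alone and 100% = Melanotan II plus saturating MCL0020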
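System: U2OS cells stably expressing human melanocortin 4 receptor (MC4R). Reagent: Melanotan II challenge after compound preincubation. Doses: 6.5 µM. Times: 30-min compound, 1-h challenge, 1-h detection, room temperature. Measured by: TR-FRET with Eu-cAMP and labeled anti-cAMP, 671 nm. Replicates: singlicate.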
NOD2-RIPK2 inh – blocks binding of human NOD2 to RIPK2; O43353; CHO BLA complementation NOD2-RIPK2, CCF4 ratio; inhibition, % at 4.98 µM; 360,000 tested, 0.38% active; in the data active = inhibition above about 21%;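 also: 0% = vehicle only and 100% = reference blocker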
Target sequence (O43353 whole entry, looked up): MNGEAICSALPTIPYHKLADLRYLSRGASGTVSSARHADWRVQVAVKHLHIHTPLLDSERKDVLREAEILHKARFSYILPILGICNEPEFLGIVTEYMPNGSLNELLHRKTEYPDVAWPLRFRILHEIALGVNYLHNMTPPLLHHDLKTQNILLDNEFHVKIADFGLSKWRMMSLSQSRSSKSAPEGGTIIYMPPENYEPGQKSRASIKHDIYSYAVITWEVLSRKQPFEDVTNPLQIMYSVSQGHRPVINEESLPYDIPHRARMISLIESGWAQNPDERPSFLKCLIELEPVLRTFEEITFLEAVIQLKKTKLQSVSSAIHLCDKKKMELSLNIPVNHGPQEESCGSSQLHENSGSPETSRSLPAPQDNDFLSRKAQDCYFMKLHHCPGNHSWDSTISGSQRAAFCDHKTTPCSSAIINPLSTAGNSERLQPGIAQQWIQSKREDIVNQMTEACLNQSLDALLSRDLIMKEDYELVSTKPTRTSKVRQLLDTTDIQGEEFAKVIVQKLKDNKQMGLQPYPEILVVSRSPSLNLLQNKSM
N-glyco inh – N-linked glycosylation inhibition; D54 ERlucT glycosylation luciferase reporter, 24 h; percent of 100 nM tunicamycin response; reporter increase, % at 12.5 µM; 360,000 tested, 0.23% active; AID 588692;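 active = mean luciferase reporter signal, scaled so untreated is 0 and the glycosylation-blocking control 100, at or above a set limit in every replicate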;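 also: luciferase carries N-glycosylation sites so blocking glycosylation raises the light; 0% = median of neutral control wells and 100% = median of 100 nM tunicamycin wells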
* hit, by the source's call; / = no result given. Some of the compounds tested; count on the stated rates, not on these rows.

SMILES | ABHD5 PLIN5 PPI | TLR9-MyD88 block | aDG glyco act | Granule exo inh | MC4R ag barr | Vif inh | ABCB6 inh 2 | MC4R antag cAMP | NOD2-RIPK2 inh | N-glyco inh
CN(C)CCN(C(=O)C1CCCCC1)c1nc2cc3c(cc2s1)OCCO3 | 1 | -8 | 0.1 | 1 | 0.2 | / | 95 | -4 | -12 | 1
Cc1ccc(C(=O)NCC(=O)OCc2csc(-c3ccccc3)n2)cc1 | 0 | -2 | 0.1 | -1 | -0.6 | -2 | 94 | 10 | -1 | -1
CN(Cc1c(C(=O)N2CCCCCCC2)nc2ccc(Cl)cn12)C1CCOC1 (stereo not given) | 4 | 5 | 0.2 | -2 | -5.0 | -5 | 99 | 6 | 1 | 3
O=C(CN(C(=O)CCNC(=O)c1ccco1)c1ccccc1)NC1CCCC1 | 4 | -5 | 0.0 | -1 | 3.2 | -9 | 95 | 8 | -7 | -1
Cc1cc([N+](=O)[O-])c(-c2ccc(/C=N/n3cnnc3)o2)cc1Cl | -1 | 5 | 0.1 | 2 | -1.4 | -5 | 101 | -3 | 4 | 0
CCc1cccc(C)c1NC(=O)CCCSc1nc2ccccc2s1 | -17 | 4 | 0.1 | -6 | -0.2 | 0 | 92 | 8 | -16 | -2
CN(C)CCOC(=O)Cc1ccc(Cl)cc1 | 1 | -7 | 0.2 | 1 | -3.2 | 42 | 103 | 1 | -2 | 0
COCCSc1nnc(NC(=O)CCS(=O)(=O)Cc2ccccc2)s1 | 1 | -9 | 3.1 | -4 | -1.4 | 4 | 95 | -1 | -9 | -9
COc1cc(OC)c(OC)cc1CNC(=O)CCN1C(=O)c2cccc([N+](=O)[O-])c2C1=O | 2 | -7 | 0.0 | -4 | 0.1 | 13 | 96 | 32* | 3 | 3
COc1ccc(/C=C/C(=O)NNC(=O)C(C)Oc2ccccc2F)cc1OC (stereo not given) | -1 | -1 | 0.2 | -2 | -1.5 | -5 | 101 | 9 | -5 | -1
CNS(=O)(=O)c1ccc2nc(NC(=O)/C=C/c3ccco3)sc2c1 | 17 | 1 | -0.2 | 0 | -1.8 | -4 | 101 | 6 | 6 | 14
N#Cc1cn(CC(=O)O)c2ccccc12 | -6 | 5 | -0.2 | -1 | -2.0 | / | 96 | 1 | -8 | 2
COc1ccc(C2CC2C(C)=O)cc1 (stereo not given) | 3 | -7 | 0.4 | -1 | 0.6 | 2 | 100 | 23 | -6 | -1
O=C(COC(=O)c1cn(-c2ccccc2)nc1-c1ccccc1)Nc1ncc(Cl)cc1Cl | -3 | 12 | 0.0 | -11 | 1.4 | -5 | 104 | 15 | 4 | -3
Oc1ccc(-c2n[nH]c(=S)n2Cc2ccco2)cc1 | 0 | 1 | -0.4 | -2 | 0.1 | 7 | 93 | 8 | -10 | 1
COc1cnc(SCc2ccc(Cl)c(Cl)c2)nc1Cl | -11 | 0 | 0.3 | -2 | 1.8 | -8 | 98 | -11 | -4 | -1
O=S(=O)(/C=C/c1ccccc1)N1CCN(Cc2ccc3c(c2)OCO3)CC1 | -2 | -15 | -0.2 | 2 | -4.5 | 10 | 98 | 0 | -2 | -2
c1ccc(-c2nc3nc4ccccc4nc3n2CC2CCCO2)cc1 (stereo not given) | 4 | 1 | 0.0 | -3 | -3.0 | -24 | 101 | 1 | -1 | 1
CCCCNC(=O)CSc1nc2ccsc2c(=O)n1C1CCN(C(=O)OCC)CC1 | -7 | -4 | 0.5 | 0 | 0.0 | -13 | 99 | 15 | -4 | -2
CCC(=NC(C)c1ccccc1)c1c(O)n(C)c(=O)n(C)c1=O (stereo not given) | 0 | -8 | 3.4 | -2 | -1.6 | -4 | 95 | -6 | 1 | 0
CCCCC(CC)CNC(=O)C(=O)c1ccccc1NC(C)=O (stereo not given) | -1 | -5 | -0.1 | 0 | -1.1 | 6 | 99 | 4 | 0 | -2
COc1ccc(-n2c(=O)c3c4c(sc3n(CC(=O)NCC3CCCO3)c2=O)CCCC4)c(OC)c1 (stereo not given) | -4 | -5 | -0.2 | -2 | 2.2 | -5 | 91 | -2 | -3 | -2
CCOCC(=O)Nc1c(C(=O)Nc2ccc3c(c2)OCCO3)oc2ccccc12 | 10 | 3 | -0.1 | -1 | 0.3 | -9 | 99 | 2 | -7 | -4
Cc1c(OCC(=O)N[C@@H](CSCc2ccccc2)C(=O)O)ccc2c3c(c(=O)oc12)CCC3 | 2 | -2 | -0.4 | 1 | 0.4 | 12 | 105 | 0 | -7 | -1
COc1ccc(C(=O)Nc2cccc(S(=O)(=O)NC3=NCCCCC3)c2)cc1 | -2 | -10 | 0.1 | 0 | 0.8 | 15 | 102 | -8 | -2 | -1
COc1ccccc1CCC(=O)Nc1ccc2c(c1)c(=O)n(C)n2Cc1cccc(C(F)(F)F)c1 | 2 | / | 0.7 | -5 | -0.5 | -16 | 99 | 1 | 8 | -1
CC(C)[C@H](NC(=O)c1ccccc1)C(=O)OCC(=O)NCc1ccc(F)cc1 | -1 | -2 | -0.2 | -2 | -1.5 | -3 | 91 | 7 | -3 | 0
CC1(C(=O)NS(=O)(=O)Cc2cccc(Cl)c2)CCN1C(=O)c1ccc(C2CCCCC2)cc1 (stereo not given) | 10 | / | -0.5 | -6 | -2.0 | 0 | 80 | 8 | 4 | 1
CCc1ccc(C(=O)NNC(=O)C2CCN(c3ncnc4sc(C)c(C)c34)CC2)cc1 | 1 | 4 | -0.2 | 4 | 0.2 | -8 | 99 | -6 | -16 | 1
Cc1ccnc(NC(=O)Cn2cc([N+](=O)[O-])cn2)c1 | -1 | 12 | 0.0 | 10 | -1.3 | 0 | 92 | 10 | -1 | 1
Cc1ccc(C(=O)Nc2nn(C)c3cccc(F)c23)cc1 | -9 | / | 0.0 | -8 | -1.6 | 50* | 97 | -6 | 2 | 0
COc1ccc(C(=O)Nc2ccc(NC(=O)Cc3ccccc3)cn2)cc1 | 9 | 5 | 0.2 | -3 | 0.7 | 41 | 97 | 10 | 1 | -2
CCOC(=O)c1sc2nc(-c3ccccc3)ccc2c1N | 2 | 12 | 0.1 | 3 | 0.6 | 19 | 99 | 9 | 23* | -15
CC(=O)N1CCc2cc(S(=O)(=O)C(C)CC(=O)Nc3ccc(OC(F)(F)F)cc3)ccc21 (stereo not given) | -2 | 3 | 0.5 | -2 | -0.2 | -8 | 92 | 0 | -18 | -2
Cc1cc(Nc2cc(C(=O)O)ccc2C)n2ncnc2n1 | -1 | 8 | -0.1 | -3 | -1.7 | -3 | 99 | -3 | -9 | 2
CCC(C)(C)n1nnnc1C(c1cccnc1)N1CCCc2ccccc21 (stereo not given) | 0 | 3 | 0.0 | -2 | -1.1 | 25 | 93 | 1 | -1 | -3
CCOC(=O)c1ccc(S(=O)(=O)N2CCN(C(=O)C3CSC4(C)CCC(=O)N34)CC2)cc1 (stereo not given) | 6 | 1 | -0.3 | -4 | 0.6 | 8 | 97 | 7 | -13 | -2
Fc1ccc(-c2nnc3ccc(N4CCCC4)nn23)cc1 | 3 | -1 | 0.1 | -2 | 0.0 | -5 | 97 | -5 | -11 | -1
CCCCC(=O)N(C)c1c(CC)nc2c(OCCOC)cccn12 | 6 | / | 0.1 | 5 | -0.4 | 2 | 97 | 3 | 4 | 0
C(=N\n1cnnc1)/c1cccn1-c1ccccc1 | 12 | -61 | 0.1 | -1 | 1.5 | 4 | 102 | -7 | -8 | 1

8 entries out of the list, arranged by formula weight, falling.
SMILES | ABHD5 PLIN5 PPI | TLR9-MyD88 block | aDG glyco act | Granule exo inh | MC4R ag barr | Vif inh | ABCB6 inh 2 | MC4R antag cAMP | NOD2-RIPK2 inh | N-glyco inh
COc1ccc(-n2c(=O)c3c4c(sc3n(CC(=O)NCC3CCCO3)c2=O)CCCC4)c(OC)c1 (stereo not given) | -4 | -5 | -0.2 | -2 | 2.2 | -5 | 91 | -2 | -3 | -2
O=C(COC(=O)c1cn(-c2ccccc2)nc1-c1ccccc1)Nc1ncc(Cl)cc1Cl | -3 | 12 | 0.0 | -11 | 1.4 | -5 | 104 | 15 | 4 | -3
CC(C)[C@H](NC(=O)c1ccccc1)C(=O)OCC(=O)NCc1ccc(F)cc1 | -1 | -2 | -0.2 | -2 | -1.5 | -3 | 91 | 7 | -3 | 0
CCc1cccc(C)c1NC(=O)CCCSc1nc2ccccc2s1 | -17 | 4 | 0.1 | -6 | -0.2 | 0 | 92 | 8 | -16 | -2
CNS(=O)(=O)c1ccc2nc(NC(=O)/C=C/c3ccco3)sc2c1 | 17 | 1 | -0.2 | 0 | -1.8 | -4 | 101 | 6 | 6 | 14
COc1cnc(SCc2ccc(Cl)c(Cl)c2)nc1Cl | -11 | 0 | 0.3 | -2 | 1.8 | -8 | 98 | -11 | -4 | -1
Cc1cc(Nc2cc(C(=O)O)ccc2C)n2ncnc2n1 | -1 | 8 | -0.1 | -3 | -1.7 | -3 | 99 | -3 | -9 | 2
Oc1ccc(-c2n[nH]c(=S)n2Cc2ccco2)cc1 | 0 | 1 | -0.4 | -2 | 0.1 | 7 | 93 | 8 | -10 | 1

The list goes on:
SMILES | ABHD5 PLIN5 PPI | TLR9-MyD88 block | aDG glyco act | Granule exo inh | MC4R ag barr | Vif inh | ABCB6 inh 2 | MC4R antag cAMP | NOD2-RIPK2 inh | N-glyco inh
Cc1ccc(-c2sc(-c3ccccc3)nc2CC(=O)Nc2ccccc2F)cc1 | -13 | -3 | 0.0 | 3 | -2.6 | 0 | 101 | 16 | -3 | -9
CC[N+](CC)(CC)C/C=C/CN1CCCCC1 | 3 | 1 | 0.1 | -1 | -0.3 | -2 | 99 | 4 | -4 | 0
CC(=O)N1CCN(c2nnc(-c3ccc(C)cc3)c3ccccc23)CC1 | 3 | -5 | -0.1 | 7 | -2.1 | -13 | 91 | 8 | 4 | -2
N#Cc1ccc(C(=O)Nc2cc(S(=O)(=O)N3CCCC3)ccc2OCC(F)(F)F)cc1 | 5 | 0 | 0.2 | -5 | -2.0 | -1 | 99 | 8 | -6 | -2
O=C(COc1ccc2oc(-c3ccco3)cc(=O)c2c1)N1CCCCC1 | 0 | -11 | 0.2 | 0 | 0.8 | -6 | 94 | 3 | -12 | 0
CCCCC(=O)N/N=C/c1ccc(Sc2cccc3cccnc23)o1 | -8 | -4 | 1.2 | 1 | -2.9 | -16 | 93 | -4 | 10 | 0
Nc1nc2cc(Cl)ccc2n1N | -7 | / | -0.3 | 6 | / | 2 | 97 | / | -9 | 0
COCC(C)N1CC(O)=C(c2nc(-c3ccc(Cl)cc3)cs2)C1=N (stereo not given) | 5 | -10 | 0.1 | -2 | -1.7 | -2 | 95 | 13 | -7 | 5
CCCCNC(=O)c1cc2c(=O)n3cccc(C)c3nc2n(CCN2CCOCC2)c1=N | -4 | -5 | 1.0 | -2 | -1.6 | 12 | 116 | 0 | -2 | 7
CCOC(=O)C(C)N1CC(=O)N(c2ccccc2)C1=O (stereo not given) | -1 | -2 | 0.0 | -5 | -0.7 | -6 | 95 | 7 | -3 | 2
CN(C)CCNC(=O)c1cc2c(s1)-c1ccccc1OC2 | 19 | 2 | 0.3 | -1 | 0.0 | 0 | 97 | 11 | 10 | -8
CN(CCN1CCOCC1)C(=O)C1CCC(=O)N(Cc2ccc(Cl)cc2)C1 (stereo not given) | -1 | -14 | 0.2 | -12 | -0.3 | 6 | 98 | 4 | -12 | 1

Compound activity deposited in PubChem by several laboratories.
